Mcl1 Noxa PPI = Mcl-1/Noxa binding inhibitors, primary screen, biochemical, TR-FRET, 1536-well; inhibition, % at 21.7 µM; Induced myeloid leukemia cell differentiation protein Mcl-1 (Homo sapiens), Q07820; 1.5% of 220,000 active; TR-FRET Mcl-1/Noxa peptide binding, 2 h;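 active = compounds that cut the protein-peptide binding signal by more than 50% relative to plate controls in a single-dose test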;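 also: His-tagged Mcl-1 with rhodamine Noxa BH3 peptide and terbium anti-His antibody; 0% = Mcl-1 plus Noxa peptide wells and 100% = peptide-only wells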
Target sequence (Q07820 whole entry, looked up): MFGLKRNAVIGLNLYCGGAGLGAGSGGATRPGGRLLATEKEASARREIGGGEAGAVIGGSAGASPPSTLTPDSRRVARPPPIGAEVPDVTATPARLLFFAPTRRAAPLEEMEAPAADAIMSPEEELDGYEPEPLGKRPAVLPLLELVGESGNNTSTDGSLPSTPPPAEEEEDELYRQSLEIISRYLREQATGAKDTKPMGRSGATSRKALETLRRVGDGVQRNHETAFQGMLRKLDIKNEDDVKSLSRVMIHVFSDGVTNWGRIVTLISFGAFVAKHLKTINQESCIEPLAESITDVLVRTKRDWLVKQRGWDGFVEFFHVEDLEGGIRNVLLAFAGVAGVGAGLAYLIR
Mcl1-Bid inh = Mcl-1/Bid binding inhibitors, primary screen, biochemical, TR-FRET, 1536-well; 0.97% of 220,000 active; Induced myeloid leukemia cell differentiation protein Mcl-1 (Homo sapiens), Q07820; inhibition, % at 21.7 µM; TR-FRET Mcl-1/Bid-Dy647 peptide binding;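 active = compounds that cut the binding signal by more than half at the single screening dose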;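 also: His-tagged Mcl-1 with europium anti-His antibody binding Bid BH3 peptide; 0% = Mcl-1 plus peptide wells and 100% = peptide-only wells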
Rab2 wt GTP = modulators of GTP binding to Rab2A wildtype, primary screen, biochemical, dog, bead-based flow cytometry, multiplex | Ras-related protein Rab-2A (Canis lupus familiaris), P61105 | GST-Rab2 wt beads, Bodipy-GTP binding | GTP binding activity, % at 10 µM | 0.19% of 190,000 active;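 active = GTP binding activity at least 20 points away from 100%, either lowered or raised; inconclusive = signal likely due to the compound's own green fluorescence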;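 also: 0% = beads with excess unlabeled GTP and 100% = no-compound control corrected for plate trend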
Pf gametocyte = late stage P. falciparum gametocyte viability inhibitors, primary screen, ATP luminescence, HTS; P. falciparum stage V gametocytes, 24 h; inhibition, % at 10.9 µM; 0.065% of 150,000 active;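 active = inhibition above the mean plus 3 SD of compounds within the control limits, set per campaign, cut at about 38% in these data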;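 also: 0% = DMSO wells and 100% = medium only without gametocytes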
Avidin bead fluor = green autofluorescence of compounds with avidin beads – biophysical, 488/530 nm, flow cytometry, artefact control, profiling panel. compound fluorescence 488/530 nm; active compounds read high. fluorescence (KMESF) at 10 µM. 0.38% of 220,000 active. AID 1775, 2009; in the data active = fluorescence above about 47; also: inactives centre near 10
Rac1 wt GTP bind = wildtype Rac1 GTP binding modulators, primary screen, biochemical, GST-Rac1 beads, flow cytometry, multiplex; AID 757, 2007; Ras-related C3 botulinum toxin substrate 1 (Homo sapiens), P63000; 0.27% of 190,000 active; GTP binding activity (% of control), % at 10 µM; fluorescent GTP binding; actives lie on both sides; 0 = cold GTP competed, 100 = untreated;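 active = GTP binding activity at least 20 points away from the 100% control level, either lower or higher; inconclusive = compound flagged as likely green fluorescent, judged across all proteins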
Rab7 wt GTP bind = modulators of GTP binding to Rab7, primary screen, biochemical, wildtype, multiplex bead flow cytometry; Rab7 GTPase wild type (dog), Bodipy-FL-GTP binding; GTP binding activity (percent of control), % at 10 µM; 0.055% of 190,000 active; AID 758, 2007; GST-Rab7 beads, fluorescent GTP binding; actives lie on both sides; untreated = 100%, excess cold GTP = 0%;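 active = fluorescent GTP binding to Rab7 beads changed by at least 20 points from the 100% baseline, either direction, mostly lower; inconclusive = compound itself probably fluorescent, or too few beads counted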;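 also: median green fluorescence of bound Bodipy-FL-GTP per Rab7 bead population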
GSH bead fluor = compound fluorescence on glutathione beads, profiling panel, artefact control, biophysical, 488/530 nm, flow cytometry; GSH beads flow cytometry, compound fluorescence 488/530 nm; active compounds read high; 0.25% of 190,000 active; fluorescence (KMESF) at 10 µM; AID 1776, 2009; in the data active = fluorescence above about 89;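 also: glutathione beads carrying GST-tagged Bcl family fusion proteins plus one bare bead set; values are compound well signal with DMSO vehicle wells as background; inactives centre near 16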
Cdc42 wt = modulators of GTP binding to wildtype Cdc42, primary screen, biochemical, multiplex bead flow cytometry, Bodipy-GTP; 0.2% of 190,000 active; percent activity (GTP binding), % at 10 µM; Cell division control protein 42 homolog (Homo sapiens), P60953; GST-Cdc42 beads; actives lie on both sides;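 active = percent activity GTP binding at least 20 points away from the 100% baseline, either down as inhibitor or up as activator; inconclusive = compound flagged as likely green fluorescent from well-wide comparison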;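 also: median bead fluorescence of bound Bodipy-FL-GTP at 100 nM; 0% = excess unlabeled GTP control and 100% = no compound control; below 100% means less GTP binding so inhibitor and above means activator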
Target sequence (P60953 whole entry, looked up): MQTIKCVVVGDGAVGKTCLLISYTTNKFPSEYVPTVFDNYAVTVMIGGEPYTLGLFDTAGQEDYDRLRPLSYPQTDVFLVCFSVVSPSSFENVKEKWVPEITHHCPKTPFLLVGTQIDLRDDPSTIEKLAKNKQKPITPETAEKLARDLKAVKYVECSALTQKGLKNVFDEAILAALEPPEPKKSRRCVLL
HRas wt GTP = modulators of GTP binding to HRas wildtype, primary screen, biochemical, bead-based flow cytometry, multiplex. GST-Ras wt beads, Bodipy-FL-GTP binding; actives lie on both sides. 0.14% of 190,000 active. AID 759, 2007. GTP binding activity, % at 10 µM;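 active = GTP binding activity at least 20% away from the 100% baseline, either lowered as inhibitor or raised as activator; inconclusive = flagged as likely green fluorescent, judged across all proteins in the well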;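 also: 0% = unlabeled GTP competition control and 100% = no-compound control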
Target sequence (P01112 whole entry, looked up): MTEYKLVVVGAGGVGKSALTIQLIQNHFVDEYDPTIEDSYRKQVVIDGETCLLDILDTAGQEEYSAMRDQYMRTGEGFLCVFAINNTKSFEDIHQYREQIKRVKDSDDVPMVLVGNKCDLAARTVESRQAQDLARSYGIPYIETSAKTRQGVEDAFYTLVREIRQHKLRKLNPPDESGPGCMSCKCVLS
Rac1 act GTP bind = GTP binding modulators of activated mutant Rac1, primary screen, biochemical, bead-based flow cytometry, multiplex, fluorescent GTP; GST-Rac1 activated beads; actives lie on both sides; 100% means binding = to untreated wells; percent activity (GTP binding), % at 10 µM; 0.11% of 190,000 active;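 active = GTP binding at least 20 percentage points away from the 100% baseline, in either direction, so actives lie on both sides; inconclusive = Compound likely fluorescent itself, or too few beads counted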
Numbers without * were called inactive; ? = inconclusive; . = no result given.

Key to letters – A = Mcl1 Noxa PPI; B = Mcl1-Bid inh; C = Rab2 wt GTP; D = Pf gametocyte; E = Avidin bead fluor; F = Rac1 wt GTP bind; G = Rab7 wt GTP bind; H = GSH bead fluor; I = Cdc42 wt; J = HRas wt GTP; K = Rac1 act GTP bind
smiles: CCc1cccc(CC)c1NC(=O)CSc1nnc(CCC(=O)O)c(=O)[nH]1
  A = 9; B = 8; C = 95; D = 19; E = 23; F = 94; G = 97; H = 11; I = 97; J = 95; K = 95
smiles: O=C1CCCCC1Sc1nnc(-c2ccc3c(c2)OCO3)o1 (stereo not given)
  A = 10; B = -5; C = 97; D = -1; E = 13; F = 100; G = 101; H = 12; I = 93; J = 97; K = 95
smiles: CC(C)Oc1ccc(Br)cc1/C=N\NC(N)=S
  A = 10; B = -29; C = 100; D = .; E = 4; F = 98; G = 100; H = 6; I = 99; J = 100; K = 101
smiles: Cc1cccc(NC(=O)Cn2c(O)c(N=NC(=O)c3ccncc3)c3ccccc32)c1
  A = 25; B = -15; C = 96; D = 2; E = 9; F = 93; G = 96; H = 25; I = 95; J = 92; K = 92
smiles: NC(=O)COc1ccc(C2c3c(oc4ccccc4c3=O)C(=O)N2CC2CCCO2)cc1 (stereo not given)
  A = -18; B = -7; C = ?; D = 12; E = 18; F = ?; G = ?; H = 16; I = ?; J = ?; K = ?
smiles: Cc1ccc(O)c(-c2cc(-c3cccc(F)c3)n[nH]2)c1
  A = 24; B = 21; C = 98; D = .; E = 8; F = 100; G = 97; H = 12; I = 96; J = 97; K = 96
smiles: NC(=O)CC[C@@H]1NC(=O)[C@@H]2CCCN2C(=O)c2cc([N+](=O)[O-])cc(I)c2NCCC[C@@H](C(=O)NC(CC(=O)O)C(N)=O)NC1=O (stereo not given in full)
  A = 28; B = -1; C = 99; D = 1; E = 10; F = 103; G = 94; H = 17; I = 101; J = 97; K = 99
smiles: C/C(=N\OC(=O)c1ccc(Cl)cc1)c1nccs1
  A = 12; B = 2; C = 100; D = 8; E = 17; F = 103; G = 100; H = 18; I = 102; J = 102; K = 98
smiles: COc1ccc(N2CCN(C(=O)CN(C3CCCCC3)S(C)(=O)=O)CC2)cc1
  A = 2; B = -61; C = 95; D = .; E = 13; F = 105; G = 101; H = 16; I = 99; J = 101; K = 96
smiles: COc1ccc(/C=N/NC(=O)c2snnc2C)c(OC)c1OC
  A = -10; B = 4; C = 93; D = -2; E = 20; F = 97; G = 100; H = 23; I = 91; J = 95; K = 94

In a second layout: entries from further up.
smiles,Mcl1 Noxa PPI,Mcl1-Bid inh,Rab2 wt GTP,Pf gametocyte,Avidin bead fluor,Rac1 wt GTP bind,Rab7 wt GTP bind,GSH bead fluor,Cdc42 wt,HRas wt GTP,Rac1 act GTP bind
Cc1ccc(O)c(-c2cc(-c3cccc(F)c3)n[nH]2)c1,24,21,98,.,8,100,97,12,96,97,96
COc1ccc(N2CCN(C(=O)CN(C3CCCCC3)S(C)(=O)=O)CC2)cc1,2,-61,95,.,13,105,101,16,99,101,96
NC(=O)CC[C@@H]1NC(=O)[C@@H]2CCCN2C(=O)c2cc([N+](=O)[O-])cc(I)c2NCCC[C@@H](C(=O)NC(CC(=O)O)C(N)=O)NC1=O (stereo not given in full),28,-1,99,1,10,103,94,17,101,97,99

The results go on.
Key to letters – A = Mcl1 Noxa PPI; B = Mcl1-Bid inh; C = Rab2 wt GTP; D = Pf gametocyte; E = Avidin bead fluor; F = Rac1 wt GTP bind; G = Rab7 wt GTP bind; H = GSH bead fluor; I = Cdc42 wt; J = HRas wt GTP; K = Rac1 act GTP bind
smiles: CCCCCNCC(=O)Nc1cccc(C(=O)Nc2cccc(C(F)(F)F)c2)c1
  A = 39; B = 41; C = 96; D = .; E = 5; F = 94; G = 98; H = 24; I = 93; J = 97; K = 94
smiles: O=[N+]([O-])c1ccc(Nc2ccc(F)cc2)nc1
  A = 34; B = 11; C = 98; D = 1; E = 2; F = 101; G = 99; H = 11; I = 101; J = 100; K = 102
smiles: Cc1nc2ccc(Cc3ccc4nc(C)[nH]c4c3)cc2[nH]1
  A = -16; B = -12; C = 100; D = .; E = 7; F = 104; G = 98; H = 16; I = 104; J = 100; K = 101
smiles: Nc1ccc(C(=O)OCC(=O)N2CCc3ccccc3C2)cc1[N+](=O)[O-]
  A = 35; B = -27; C = 100; D = 13; E = 14; F = 104; G = 99; H = 9; I = 102; J = 101; K = 99
smiles: CCn1c(Cc2ccccc2)nnc1SCC(=O)Nc1ccc2c(c1)OCCO2
  A = -8; B = -41; C = 98; D = -5; E = 5; F = 100; G = 96; H = 5; I = 97; J = 97; K = 97
smiles: CCOC(=O)c1cccc(NC(=O)CSc2nnc(-c3cccnc3)n2CC)c1
  A = -7; B = -17; C = 98; D = .; E = 11; F = 101; G = 102; H = 25; I = 102; J = 100; K = 99
smiles: O=C(CSc1ncnc2sc3c(c12)CCCC3)N1CCC(c2noc3ccc(F)cc23)CC1
  A = -50; B = -38; C = 97; D = .; E = 3; F = 106; G = 95; H = 8; I = 99; J = 97; K = 100
smiles: CCn1cc([N+](=O)[O-])c(C(=O)Nc2c(C)nn(Cc3c(F)c(F)c(F)c(F)c3F)c2C)n1
  A = 6; B = -3; C = 102; D = .; E = 6; F = 102; G = 103; H = 38; I = 101; J = 103; K = 100
smiles: C=CCOc1ccc2ccccc2c1/C=N/O
  A = 16; B = -2; C = 96; D = .; E = 14; F = 96; G = 93; H = 9; I = 101; J = 99; K = 98
smiles: CN(C)S(=O)(=O)c1cccc(C(=O)OCC(=O)c2ccc3c(c2)NC(=O)CO3)c1
  A = 7; B = -12; C = 98; D = 11; E = 8; F = 98; G = 95; H = 3; I = 95; J = 96; K = 95

Some of the entries above, set out differently:
| SMILES | Mcl1 Noxa PPI | Mcl1-Bid inh | Rab2 wt GTP | Pf gametocyte | Avidin bead fluor | Rac1 wt GTP bind | Rab7 wt GTP bind | GSH bead fluor | Cdc42 wt | HRas wt GTP | Rac1 act GTP bind |
| --- | --- | --- | --- | --- | --- | --- | --- | --- | --- | --- | --- |
| CCn1cc([N+](=O)[O-])c(C(=O)Nc2c(C)nn(Cc3c(F)c(F)c(F)c(F)c3F)c2C)n1 | 6 | -3 | 102 | . | 6 | 102 | 103 | 38 | 101 | 103 | 100 |
| C=CCOc1ccc2ccccc2c1/C=N/O | 16 | -2 | 96 | . | 14 | 96 | 93 | 9 | 101 | 99 | 98 |
| CN(C)S(=O)(=O)c1cccc(C(=O)OCC(=O)c2ccc3c(c2)NC(=O)CO3)c1 | 7 | -12 | 98 | 11 | 8 | 98 | 95 | 3 | 95 | 96 | 95 |

Following part:
Key to letters – A = Mcl1 Noxa PPI; B = Mcl1-Bid inh; C = Rab2 wt GTP; D = Pf gametocyte; E = Avidin bead fluor; F = Rac1 wt GTP bind; G = Rab7 wt GTP bind; H = GSH bead fluor; I = Cdc42 wt; J = HRas wt GTP; K = Rac1 act GTP bind
smiles: COc1ccc(-c2cc(C(=O)N3CC4(C)CC3CC(C)(C)C4)no2)cc1 (stereo not given)
  A = -14; B = -15; C = 99; D = .; E = 13; F = 98; G = 97; H = 13; I = 98; J = 99; K = 97
smiles: C/C(=N\NS(=O)(=O)c1cccc([N+](=O)[O-])c1)c1cc2ccccc2o1
  A = 2; B = -32; C = 100; D = 8; E = 9; F = 108; G = 99; H = 45; I = 104; J = 104; K = 98
smiles: COc1cc2cc(C(=O)O)n(C)c2c(OC)c1OC
  A = 10; B = -6; C = 96; D = 0; E = 37; F = 95; G = 98; H = 12; I = 95; J = 98; K = 94
smiles: CCCOC(=O)Cc1n[nH]c(=O)[nH]c1=O
  A = -13; B = -26; C = 100; D = 10; E = 12; F = 107; G = 103; H = 22; I = 101; J = 100; K = 97
